# MITF TRPM1 HTS: MITF TRPM1 promoter activation in melanoma cells | 0.75% of 300,000 active | AID 588334 | SK-MEL-5 TRPM1-promoter luciferase, 24 h; % of positive control, neutral wells = 0 | activation, % at 12.5 µM;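 active means mean activation of at least 80% with every replicate also reaching 80%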;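 further: 0% = neutral control wells and 100% = parthenolide positive control wells; values of inactives mirror those of a sister screen read the other way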
# SR-BI HDL uptake: inhibitors of mouse SR-BI mediated HDL lipid uptake | 0.96% of 320,000 active | ldlA[mSR-BI] CHO cells, DiI-HDL uptake fluorescence, 3 h | inhibition, % at 12.5 µM | AID 488896 | Q61009;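 active means mean replicate inhibition of at least 70% and a set share of replicates each scoring 70 or more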;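 further: 0% = median of neutral control wells and 100% = median of positive control wells; values of inactives mirror those of a sister screen read the other way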
# Target sequence (Q61009 whole entry, looked up): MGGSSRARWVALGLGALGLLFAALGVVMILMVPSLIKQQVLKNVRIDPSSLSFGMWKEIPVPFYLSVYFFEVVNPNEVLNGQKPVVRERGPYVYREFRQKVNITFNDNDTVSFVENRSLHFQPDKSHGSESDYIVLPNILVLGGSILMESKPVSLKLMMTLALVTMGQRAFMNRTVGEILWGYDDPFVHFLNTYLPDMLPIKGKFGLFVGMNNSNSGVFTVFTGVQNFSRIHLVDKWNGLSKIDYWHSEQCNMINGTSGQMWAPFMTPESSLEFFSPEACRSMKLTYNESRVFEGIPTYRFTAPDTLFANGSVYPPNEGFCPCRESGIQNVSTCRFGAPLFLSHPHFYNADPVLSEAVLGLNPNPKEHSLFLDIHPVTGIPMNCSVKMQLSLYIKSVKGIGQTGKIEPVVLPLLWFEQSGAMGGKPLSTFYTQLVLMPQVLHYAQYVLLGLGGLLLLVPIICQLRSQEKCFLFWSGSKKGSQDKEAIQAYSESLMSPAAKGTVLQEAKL
# Ecoli viability: reduces bacterial viability in AddAB counter-screen; E. coli V3065 growth, OD600 absorbance, 18 h; 0.27% of 330,000 active; inhibition, % at 11.9 µM;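 active means inhibition above the campaign's mean inhibition across all tested compounds plus 3 SD, cut at about 9.9% in these data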;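 further: uninfected addAB+ strain grown without phage in ampicillin broth; 0% = DMSO wells and 100% = ciprofloxacin 0.95 µg/ml wells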
# SR-BI DiI-HDL act: activators of SR-BI mediated HDL lipid uptake; 0.096% of 320,000 active; activation, % at 12.5 µM; CHO ldlA[mSR-BI] cells, DiI-HDL uptake fluorescence, 3 h; 100 = double the neutral-control signal; AID 504775;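 active means mean replicate activation of at least 60% and every replicate at or above 60%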;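 further: 0% = median plate neutral-control signal and 100% = twice that signal; values of inactives mirror those of a sister screen read the other way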
#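 Material: SR-BI-overexpressing, LDLR-lacking CHO cells | Dosing: Single compound concentration, delivered by pin transfer | Probe or stimulus: Labelled HDL, 10 µg/mL | Signal: Bottom-read cell fluorescence after medium removal, ex 550/em 595 nm | Schedule: 3 h, 37 °C | Evaluation: HDL uptake via cellular fluorescence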
# Wnt act: Wnt/beta-catenin pathway activation; 1.2% of 300,000 active; Wnt/beta-catenin reporter cell assay, activator, plate reader; AID 743398; activation, % at 9.35 µM; in the data active means activation above about 30%, passing the limit was not always enough;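 further: 0% = neutral control wells and 100% = positive control wells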
# Tat export inh: blocks Tat-dependent protein export in E. coli; inhibition, % at 10 µM; E. coli MC4100 TorA-mCherry Tat export, fluorescence; 0.036% of 340,000 active; AID 488895;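 active means mean replicate inhibition at least 50% and at least half of replicates individually reaching 50%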;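 further: exported cargo escapes ClpAP degradation while cytoplasmic cargo is degraded and loses fluorescence; 0% = median of neutral control wells and 100% = median of NaSCN control wells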
# phage Ecoli inh: E. coli growth loss with phage present. growth absorbance. inhibition, % at 11.9 µM. 0.26% of 360,000 active. AID 651602; in the data active means inhibition above about 11%
# CAL PDZ FP-1: human CAL PDZ-peptide interaction inhibition; Q9HD26; purified CAL PDZ, TMR-peptide fluorescence polarization, 1 h; inhibition, % at 20 µM; 0.02% of 330,000 active; AID 504414;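 active means highest replicate inhibition of at least 40%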;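 further: plate controls were DMSO neutral control wells for no effect and unlabeled competitor peptide control wells for full effect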
#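 Material: tagged CAL PDZ protein CerCALP, purified; buffer or medium: sodium phosphate/NaCl buffer pH 7.4 with TCEP, IgG, Thesit; also added: fluorescent TMR peptide probe; schedule: 1 h incubation at room temperature before polarization reading; technique: fluorescence polarization from S- and P-plane intensities, G-factor corrected; control set: unlabelled peptide and DMSO controls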
# AddAB inh: less growth of phage-infected E. coli with AddAB; E. coli expressing H. pylori AddAB, absorbance growth; inhibition, % at 11.9 µM; 0.29% of 330,000 active; AID 435030; in the data active means inhibition above about 12%;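 further: 0% = vehicle wells of infected cells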
# CAL PDZ FP-2: inhibitors of human CAL PDZ peptide binding | inhibition, % at 24.9 µM | purified CAL PDZ, TMR-peptide fluorescence polarization, 1 h | AID 602252 | Q9HD26 | 0.92% of 300,000 active;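 active means mean inhibition of at least 30% with at least half of replicates also reaching 30%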;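 further: 0% = DMSO neutral control and 100% = excess unlabeled competitor peptide PRC23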
# An asterisk follows results filed as active; . = no result given; & = joins results of further samples.
SMILES,MITF TRPM1 HTS,SR-BI HDL uptake,Ecoli viability,SR-BI DiI-HDL act,Wnt act,Tat export inh,phage Ecoli inh,CAL PDZ FP-1,AddAB inh,CAL PDZ FP-2
CC(=O)Nc1ccc(S(=O)(=O)N(Cc2cc3ccc(C)cc3[nH]c2=O)CC2CCCO2)cc1 (centres undefined),8,-25,1.0,25,9,-2,2.5,-3.2,3.2,-6
CCOc1ccccc1N1CCN(CC(=O)NC(C)c2ccccc2)CC1 (centres undefined),.,54,-0.3,-54,-2,3,-2.6,0.0,2.7,-5
S=C(Nc1ccc2[nH]ccc2c1)NC1CCCCC1,59,0,-2.6,0,29,-7,3.2,-0.2,1.3,-5
C[C@H]1C[C@H]2[C@@H]3CCC4=CC(=O)C=C[C@]4(C)[C@@]3(F)[C@@H](O)C[C@]2(C)[C@@]1(O)C(=O)CO,23,-9,-3.0,9,-3,-5,5.0,-0.5,-4.4,-8
COc1cc(/C=N/N(C)c2ccccc2)ccc1O,.,26,-1.3,-26,.,10,2.7,-1.4,1.8,0
CCOc1ccc(OCC)c(S(=O)(=O)NNC(=O)c2c(C)nc3ccccn23)c1,-2,-10,0.5,10,-1,-4,4.9,0.5,-0.5,2
CC(C)NC(=O)N(Cc1ccc(Cl)cc1)Cc1cccs1,.,-2,1.6,2,-4,-2,2.4,-0.3,1.8,1
CC(=O)c1ccc(S(=O)(=O)N(C)CCCC(=O)N2CCN(c3ncccn3)CC2)cc1,8,-1,1.1,1,-7,-7,0.7,-0.4,1.9,-2
Brc1ccc(CN2CCN(c3ccccc3)CC2)o1,-14,-4,.,4,1,3,0.5,-0.3,.,.
CCCOc1ccc(C(=O)Nc2ccc(S(=O)(=O)N3C[C@@H]4C[C@@H](C3)c3cccc(=O)n3C4)cc2)cc1,1,57,-1.6,-57,-5,-23,-0.3,-3.1,0.3,-7
CC1CCN(CCCOc2ccc(Cl)cc2Br)CC1,17,2,2.8,-2,5,2,3.4,0.4,1.5,-2
Cc1ccc(S(=O)(=O)Nc2ccccc2F)cc1C(=O)N1CCCC1,0,9,-2.3,-9,0,-4,1.4,-0.6,1.1,-2
COc1cccc(CC(=O)NNC(=O)CN(C)S(=O)(=O)c2ccc(C)cc2)c1,-11,-31,0.0,31,2,-2,2.9,-1.5,3.7,-5
COc1cc(O)c(C(CCN2CCOCC2)c2cc(OC)c(OC)c(OC)c2)c(OC)c1 (centres undefined),7,-11,0.2,11,-1,-10,1.1,0.5,2.8,-4
COc1ccc(-c2c3c(=O)n(C)c(=O)n(C)c3cn2C2CCCCC2)cc1,0,26,-0.7,-24,-3&0,1,2.0,0.5,-0.2,5
CC1CC(C)CN(CC(=O)c2cccs2)C1 (centres undefined),2,-16,1.9,16,-1,-3,1.0,0.8,0.5,-1
O=C(Cn1nc(-c2ccc(Cl)cc2)ccc1=O)NCC1COCCO1 (centres undefined),1,2,-2.2,-2,0,-11,2.5,-2.3,1.2,-10
Cc1nn(Cc2c(F)c(F)c(F)c(F)c2F)c(C)c1NC(=O)c1nn(C)cc1Br,-9,-8,-1.3,.,1,-3,-0.2,-0.9,0.6,.
COc1ccc2[nH]c(=O)c(CN(Cc3nnnn3Cc3ccco3)C3CCCCC3)cc2c1,4,0,0.1,0,.,-2,0.9,-1.3,2.4,-5
Cc1cc(C(=O)COC(=O)c2cc(Cl)c(O)c(Cl)c2)c(C)n1C,10,-1,-1.1,1,4,-1,1.1,-0.5,3.6,-4
Nn1c(Cc2cccc3ccccc23)nnc1SCCOc1ccc(Br)cc1,3,54,1.7,-54,3,10,4.2,-0.1,1.8,-1
COCCCn1c(C)nnc1SCc1ccc(C(C)(C)C)cc1,7,1,-2.1,-1,1,-2,-1.8,-1.5,-0.3,-3
COC(=O)c1[nH]c2ccc(C)cc2c1NC(=O)CN1CCCc2ccccc21,-12,25,-3.2,-25,-3,-9,2.6,0.5,1.2,2
O=C(Nc1cccc(F)c1)c1c(F)c(F)c(F)c(F)c1F,.,-35,4.7,35,.,-7,4.7,-1.4,6.1,-4
CC(=O)Nc1ccc(S(=O)(=O)NNC(=O)CCC(=O)NCc2ccccc2)cc1,-1,11,1.6,-11,-7,1,1.5,-2.7,0.0,1
Cc1[nH]c(=O)c(C#N)c(C)c1CSc1ncccn1,.,-8,-1.2,8,-1,7,0.1,-0.7,0.4,.
Cc1ccc(C(=O)NCC(c2ccco2)N2CCCCC2)s1 (centres undefined),6,-12,-4.2,12,6,-1,2.5,-3.4,3.7,-4
Nc1ccccc1C(=O)N1CCCC1,1,-14,-0.7,14,-2,-3,2.2,-0.1,1.0,1
COc1cc(C(=O)NCC2CCCO2)ccc1OCc1ccc(Cl)cc1 (centres undefined),17,52,-0.2,-52,9,-12,2.3,-1.8,1.3,-5
CC1CCCC(C)N1CCCNC(=O)c1csc2c1CCCCC2 (centres undefined),4,11,0.3,-11,0,1,2.4,-0.8,4.5,-3
COc1ccc(S(=O)(=O)N2C3CCC2CC(NC(=O)NC2CCCCC2)C3)cc1 (centres undefined),12,-5,0.1,5,0,-2,3.5,-2.8,0.6,-1
CC1CCCN(C(=O)NC2CC(=O)N(c3ccc4c(c3)OCCO4)C2)C1 (centres undefined),1,-23,-3.9,23,2,2,4.4,-2.2,-1.6,-4
CC1CCN(Cc2c(C(=O)N/N=C/c3ccc(C(C)C)cc3)nnn2-c2nonc2N)CC1,11,-6,2.1,6,-4,-5,1.7,-1.7,2.6,2
N#Cc1ccccc1S(=O)(=O)N1CCN(C(=O)c2cn(-c3ccccc3)nc2-c2cccnc2)CC1,3,-15,-0.2,15,2,-9,0.9,0.2,1.0,-4
O=C(NCc1ccc2c(c1)OCO2)c1ccc2c(=O)n(C3CCCC3)c(=O)[nH]c2c1,-4,21,-1.2,-21,25,-9,2.9,-3.8,0.6,-3
CCCN=Cc1ccc(O)cc1,0,-18,1.6,18,-1,-7,2.6,0.6,-0.3,-2
Cc1ccc(NC(=O)COc2ccc(-c3nnco3)cc2)cc1S(=O)(=O)N1CCOCC1,-4,.,-0.8,.,3,6,1.3,-2.3,0.3,-2
Cc1ccc(NC(=O)CCNS(=O)(=O)c2ccc3[nH]c(=O)oc3c2)cc1F,-5,-10,0.9,10,0,-13,1.3,-1.5,3.1,-1
O=c1[nH]cnc2c1ncn2-c1ccc(Cl)cc1,0,-3,.,3,-2,10,2.1,-1.5,.,.
CC(C)(C)OC(=O)C(C1NC(C(=O)O)C(C)(C)S1)N1C(=O)c2ccccc2C1=O (centres undefined),-9,.,.,.,-4,-2,0.7,-0.3,.,0
N#C/C(=C\c1ccc2c(c1)OCO2)C(N)=S,.,.,-1.9,.,1,.,-2.2,.,0.3,.
Cn1nnnc1SCC(=O)Nc1ccccc1[N+](=O)[O-],-8,-10,-0.7,10,3,2,1.6,0.8,2.5,-6
O=C(O)CC(CCc1ccccc1)OC1OC(CO)C(O)C(O)C1O (centres undefined),-1,28,4.0,-28,2,7,5.5,0.4,10,-5
Cc1cc2c(c(=O)n1CCc1ccccc1)C(c1ccco1)C(C#N)=C(N)O2 (centres undefined),-16,5,0.2,-5,.,3,1.9,-2.3,3.6,-4
O=C(N/N=C/c1cccc(O)c1)c1csc2ccccc12,.,-11,2.8,11,3,-8,1.7,-5.7,4.3,.

# In a second layout: eight of the compounds above
compound	MITF TRPM1 HTS	SR-BI HDL uptake	Ecoli viability	SR-BI DiI-HDL act	Wnt act	Tat export inh	phage Ecoli inh	CAL PDZ FP-1	AddAB inh	CAL PDZ FP-2
COc1ccc(S(=O)(=O)N2C3CCC2CC(NC(=O)NC2CCCCC2)C3)cc1 (centres undefined)	12	-5	0.1	5	0	-2	3.5	-2.8	0.6	-1
CC1CCCN(C(=O)NC2CC(=O)N(c3ccc4c(c3)OCCO4)C2)C1 (centres undefined)	1	-23	-3.9	23	2	2	4.4	-2.2	-1.6	-4
CC1CCN(Cc2c(C(=O)N/N=C/c3ccc(C(C)C)cc3)nnn2-c2nonc2N)CC1	11	-6	2.1	6	-4	-5	1.7	-1.7	2.6	2
N#Cc1ccccc1S(=O)(=O)N1CCN(C(=O)c2cn(-c3ccccc3)nc2-c2cccnc2)CC1	3	-15	-0.2	15	2	-9	0.9	0.2	1.0	-4
O=C(NCc1ccc2c(c1)OCO2)c1ccc2c(=O)n(C3CCCC3)c(=O)[nH]c2c1	-4	21	-1.2	-21	25	-9	2.9	-3.8	0.6	-3
CCCN=Cc1ccc(O)cc1	0	-18	1.6	18	-1	-7	2.6	0.6	-0.3	-2
Cc1ccc(NC(=O)COc2ccc(-c3nnco3)cc2)cc1S(=O)(=O)N1CCOCC1	-4	.	-0.8	.	3	6	1.3	-2.3	0.3	-2
Cc1ccc(NC(=O)CCNS(=O)(=O)c2ccc3[nH]c(=O)oc3c2)cc1F	-5	-10	0.9	10	0	-13	1.3	-1.5	3.1	-1

# The listing continues:
SMILES,MITF TRPM1 HTS,SR-BI HDL uptake,Ecoli viability,SR-BI DiI-HDL act,Wnt act,Tat export inh,phage Ecoli inh,CAL PDZ FP-1,AddAB inh,CAL PDZ FP-2
CCc1c(C(=O)NNC(=S)NC2CCCCC2)csc1C,-4,2,2.5,-2,2,-3,5.3,-0.9,2.4,-4
COc1ccc(NC(=O)C/C(C)=N/NC(=O)C(=O)NC2CCCCC2)c(OC)c1,6,5,2.1,-5,-2,-4,0.9,-1.5,-0.4,0
O=C(NNc1nc2c(F)cc(F)cc2s1)C1COc2ccccc2O1 (centres undefined),1,-9,-0.8,9,-1,4,3.3,-1.5,0.2,.
CCOc1ccc(-n2c(=O)c3sccc3n(CC(=O)NCc3ccco3)c2=O)cc1,-4,1,-0.4,-1,-13,-1,-0.3,-1.5,-0.8,-4
COc1ccc(/C=N/Nc2ncnc(Cl)c2N)cc1OC,32,15,-0.1,-15,4,-1,3.3,0.6,1.1,3
COc1cc(N)c(C(O)c2nccc3cc(OC)c(OC)cc23)cc1OC (centres undefined),0,-5,-3.0,5,0,-1,0.2,-26,1.6,-4
CNC(=S)NN(c1ccccc1)c1ccccc1,-16,-2,-1.3,2,2,0,.,-0.1,0.6,.
N#Cc1ccc(-c2ccc(F)cc2)nc1SCC(=O)Nc1sc2c(c1C#N)CCC2,14,78*,-1.7,-78,.,-7,3.2,-1.9,0.8,-2
Cc1ccc(S(=O)(=O)N2CCC(N3CCCCCC3)CC2)cc1,.,0,-1.4,0,-7,-1,2.7,-2.3,0.2,-1
O=C(c1ccccc1)n1nc(-c2ccccc2)nc1NCc1ccco1,26,-1,-0.8,1,8,0,1.3,-1.6,-0.4,.
CC(C)C(NC(=O)C1(NC(=O)OCc2ccccc2)CCCC1)C(=O)O (centres undefined),3,-9,.,9,-2,-9,2.1,-1.3,.,.
CN1CCN(c2ccc(CNS(=O)(=O)Cc3ccc(Cl)cc3)cc2)CC1,.,.,-1.0,.,-3,-2,1.0,1.0,-0.1,-2

# Assay outcomes as filed in PubChem BioAssay.

# This is a random part of the collection. About 3.6% of those tested had a hit in this group.
